Screening results deposited in PubChem by several laboratories.
Arr AP2 block: inhibitors of human beta-arrestin and AP2 interaction. FITC-arrestin peptide / GST-AP2 beads, flow cytometry; AP2 beta2 appendage carries R879A mutation. inhibition, % at 10 µM. actives 0.31% (n = 340,000). AID 504490;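 active means inhibition above a set limit, near 3 SD of compounds lacking own fluorescence, cut at about 54% in these data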;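 further: plate controls were DMSO wells for no effect and 5 µM unlabelled arrestin peptide for full effect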
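System: GST-AP2 R879A glutathione beads | Also added: FITC-arrestin peptide, 50 nM | Times: 12 min plus 1 h, RT | Signal: Bead flow cytometry, FITC channel | Buffer or medium: PBS with 0.05% Tween 20 and 0.1% BSA | Read-out basis: Percent drop in bead-associated FITC signal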
Cardiac RTF inh: cardiac RTF calcium desensitization | P19429+P45379 | IANBD-labeled cardiac RTF, Ca2+ fluorescence | inhibition, % at 7.15 µM | actives 0.12% (n = 340,000) | AID 493244;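 active means inhibition above the mean inhibition of all tested compounds plus 3 SD, cut at about 17% in these data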;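 further: assay run at fixed EC70 calcium of 1.6 mM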
OPRM1-OPRD1 ag: OPRM1-OPRD1 heterodimerization agonism; P35372+P41143; cells, luminescence; activation, % at 9.3 µM; actives 0.3% (n = 340,000); AID 504326; in the data active means activation above about 18%;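 further: 0% = vehicle-treated cells and 100% = reference agonist; values of inactives mirror those of a sister screen read the other way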
V-ATPase pH: alters yeast V-ATPase proton transport; S. cerevisiae, pHLuorin cytosolic pH fluorescence; actives 0.37% (n = 350,000); AID 504577; response, % at 10 µM; in the data active means response mostly above about 7.3%, no sharp cut-off; inactive means mostly below about 5.4%; further: actives read high; inactives centre near 0; some compounds called inactive have numbers as strong as hits; reference of the scale not given here
Wnt act: activators of Wnt/beta-catenin signaling. Wnt/beta-catenin reporter cell assay, activator, plate reader. activation, % at 9.35 µM. actives 1.2% (n = 300,000). AID 743398; in the data active means activation above about 30%, passing the limit was not always enough;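 further: 0% = neutral control wells and 100% = positive control wells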
Keap1 Nrf2 FP: inhibitors of human Keap1-Nrf2 protein-protein interaction. Q14145. Keap1 Kelch-Nrf2 peptide fluorescence polarization, 1536-well. inhibition, % at 9.4 µM. actives 0.15% (n = 340,000). AID 504523; in the data active means inhibition above about 12%;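 further: human Keap1 Kelch domain with fluorescein labeled Nrf2 9mer peptide probe; 0% = neutral control wells and 100% = peptide positive control; higher means more block of Keap1 binding to Nrf2 peptide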
Target sequence (Q14145 whole entry, looked up, the tested form may be a part): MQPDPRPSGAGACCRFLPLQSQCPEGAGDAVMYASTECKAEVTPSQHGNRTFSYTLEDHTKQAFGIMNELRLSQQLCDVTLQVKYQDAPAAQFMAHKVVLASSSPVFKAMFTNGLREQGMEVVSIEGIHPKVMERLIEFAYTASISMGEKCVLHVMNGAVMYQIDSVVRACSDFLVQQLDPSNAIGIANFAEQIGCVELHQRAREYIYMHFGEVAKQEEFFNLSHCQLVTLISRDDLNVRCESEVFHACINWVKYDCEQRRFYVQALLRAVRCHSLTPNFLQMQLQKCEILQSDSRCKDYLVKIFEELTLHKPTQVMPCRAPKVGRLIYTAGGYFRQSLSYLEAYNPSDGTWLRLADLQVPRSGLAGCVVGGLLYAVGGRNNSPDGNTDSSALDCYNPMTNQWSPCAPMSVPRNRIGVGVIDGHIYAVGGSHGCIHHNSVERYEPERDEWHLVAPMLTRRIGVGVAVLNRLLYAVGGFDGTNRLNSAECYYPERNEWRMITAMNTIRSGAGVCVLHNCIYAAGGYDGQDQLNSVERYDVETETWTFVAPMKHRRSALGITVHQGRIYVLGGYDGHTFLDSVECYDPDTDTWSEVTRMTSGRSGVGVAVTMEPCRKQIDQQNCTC
DSG3 Ab inh: human desmoglein-3 autoantibody binding inhibition; P32926; DSG3-coupled beads, scFv-anti-DSG3-GFP binding, flow cytometry; active compounds read low; binding (percent of control), % at 10 µM; actives 0.48% (n = 310,000); AID 588358;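 active means binding more than 3 SD below its plate's average and above zero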;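 further: hits lower antibody fragment binding to DSG3; some compounds called inactive have numbers as strong as hits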
C-LANA FP: blocks KSHV LANA C-terminal domain binding to DNA | MBP-C-LANA/FAM-LBS DNA binding, fluorescence polarization | actives 0.078% (n = 340,000) | inhibition, % at 9 µM;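 active means highest replicate inhibition at or above 60% at 9 µM, even if other replicates fall short; inactive means all replicates below 60% inhibition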;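 further: 0% = neutral control wells and 100% = 4 µM acridine orange control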
OPRM1-OPRD1 inv: mu-delta opioid heterodimer inverse agonism | P35372+P41143 | cell-based MOR-DOR heterodimer luminescence | inhibition, % at 9.3 µM | actives 0.21% (n = 340,000); in the data active means inhibition above about 22%, passing the limit was not always enough;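 further: 0% = cells with DMSO and 100% = wells without cells with DMSO; values of inactives mirror those of a sister screen read the other way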
RTF Ca sens act: cardiac RTF calcium sensitization | P19429+P45379 | actives 0.24% (n = 340,000) | IANBD-labeled TnC RTF fluorescence at EC20 calcium; 0% EC20 calcium, 100% full calcium | activation, % at 7.2 µM;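 active means activation above the mean over all tested compounds plus 3 SD, cut at about 30% in these data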;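 further: rise in fluorescence read as greater calcium sensitivity of cardiac thin filaments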
* = called active by the depositor; x = no result given. Compounds were not picked by outcome; any-hit rate near 3.1%.

SMILES	Arr AP2 block	Cardiac RTF inh	OPRM1-OPRD1 ag	V-ATPase pH	Wnt act	Keap1 Nrf2 FP	DSG3 Ab inh	C-LANA FP	OPRM1-OPRD1 inv	RTF Ca sens act
COc1ccccc1C(=O)N1CCC(N2CCN(c3ccccc3OC)CC2)CC1	37	-4	0.5	-7	1	3	x	0.5	-3	1
CCc1c(C)c2cc(Cl)c(O)c(CN3CCCCC3)c2oc1=O	-6	-7	-0.1	0	x	-2	101	0.5	0	2
Cc1ccc(C(=O)COC(=O)CNS(=O)(=O)c2ccccc2)cc1[N+](=O)[O-]	3	5	-14	0	x	0	104	-0.4	59*	-5
COCCN(Cc1cc2ccc(C)cc2[nH]c1=O)S(=O)(=O)c1ccccc1	-7	-9	-0.1	-4	2	5	119	-0.5	1	-4
COc1ccc(CNC(C)(C)C)cc1Cl	21	-9	-1.4	-2	-3	-1	100	-0.5	8	-9
Cc1noc(C)c1COC(=O)CNC(=O)c1cccc(F)c1	0	-3	-0.6	3	6	5	109	0.4	3	-1
Cc1ccccc1NC(=O)c1cccc(C(F)(F)F)c1	-1	-5	-0.6	-3	-2	-1	99	-1.6	4	0
CC(O)[C@H]1CN=C(N)N1CCc1cc(C(F)(F)F)cc(C(F)(F)F)c1 (some centres undefined)	x	-13	0.6	-2	-5	2	99	-0.6	-4	-5
COc1ccc(OC)c(S(=O)(=O)NCCC2=CCCCC2)c1	3	3	1.1	0	x	3	102	0.2	-6	-1
C=CCn1c(SCCOc2ccccc2)nnc1C(C)NC(=O)c1ccccc1 (centres undefined)	-2	-5	0.5	1	-4	-6	x	-0.5	-3	2
COc1ccc(CNC(=O)Nc2cc(C)cc(C)c2)cc1	-6	3	-2.9	-1	27	3	99	0.6	15	-6
COc1cccc(NC(=O)N2CCCC2C(=O)NCC(C)C)c1 (centres undefined)	-6	-16	-0.6	3	-2	0	x	3.1	3	-4
O=C(O)c1cn2c3c(ccc(Cl)c3c1=O)OCC2	8	1	-0.7	-8	-1	-1	103	-1.9	4	0
O=C(COc1ccc(Cl)cc1)NCCCNC(=O)c1ccccn1	0	-9	-2.7	0	-1	2	100	-0.6	14	0
Cc1ccc2cc(C3CC(c4cccs4)=NN3S(C)(=O)=O)c(Cl)nc2c1 (centres undefined)	5	-2	-0.6	2	0	-10	98	-1.5	3	-4
C=CCN1C(=O)N/C(=C/c2ccccc2OCC(=O)Nc2ccc(F)cc2)C1=O	12	9	-0.2	1	x	0	99	-0.2	2	5
CC1CCN(C(=O)CSc2nnc(Cc3ccccc3)o2)CC1	-7	-2	-2.7	-1	-2	-2	110	-0.4	13	-7
CCOc1ccccc1CN1CCC(Oc2cccc(C(=O)NCCOC)c2)CC1	-2	-1	-3.5	3	0	2	97	4.4	16	-6
CC(C)(C)C(=O)Nc1nnc(-c2ccncc2)o1	8	1	-2.4	-1	-2	-3	100	0.8	12	2
COc1ccc2c(c1)sc(=N)n2C	-14	1	0.6	-4	-1	-1	x	-1.6	-3	2
CC(C)N=C1SCC(C)(/C=N/O)S1 (centres undefined)	3	-2	-1.7	1	0	-6	97	-0.4	9	-4
COc1cccc(Cn2nnc(C(=O)NCCc3ccc(Cl)cc3)c2N)c1	14	-2	2.1	2	-2	-1	100	-0.2	-11	5
O=C(/C=C/c1cccs1)Nc1ccc(N2CCOCC2)c(S(=O)(=O)Nc2ccccc2Cl)c1	4	1	0.8	8	9	0	97	-2.0	-4	-11
CCOc1ccc(N(CC)C(=O)c2cn(CC)c(=O)c3cc(OC)c(OC)cc23)cc1	13	-4	-0.6	-3	-2	0	92	-1.8	3	-6
NS(=O)(=O)c1ccc(NC(=O)CSc2ncnc3ccccc23)cc1	2	-12	-0.5	4	-5	-2	109	0.4	4	-5
CN(CC(=O)Nc1ccccc1C(F)(F)F)C(=O)c1ccc2c(=O)n3c(nc2c1)CCC3	-6	-3	-6.5	8	1	-3	x	-1.5	25	-2
Cc1ccccc1NC(=O)Cc1nc(COC(=O)Cc2c(F)cccc2Cl)cs1	4	2	-0.2	-1	0	-7	x	-0.5	1	-1
COc1ccc(N2C(=O)C3CCCN3C2c2cccc(C)c2)cc1Cl (centres undefined)	-3	-3	-2.5	-3	0	2	97	-1.2	16	-7
O=C1CC(C(=O)N2CCCc3ccccc32)CN1c1ccc(F)cc1 (centres undefined)	5	-1	-2.5	-1	2	-2	x	1.9	15	-1
CCCc1nn(-c2cc(Cl)ccc2OC)c2c1C(=O)CCC2	2	-6	-2.1	1	0	-5	103	-0.2	11	-5

One compound at a time, as listed above. Screens in order: Arr AP2 block	Cardiac RTF inh	OPRM1-OPRD1 ag	V-ATPase pH	Wnt act	Keap1 Nrf2 FP	DSG3 Ab inh	C-LANA FP	OPRM1-OPRD1 inv	RTF Ca sens act
Entry for `CCOc1ccc(N(CC)C(=O)c2cn(CC)c(=O)c3cc(OC)c(OC)cc23)cc1` → 13	-4	-0.6	-3	-2	0	92	-1.8	3	-6
Entry for `O=C(COc1ccc(Cl)cc1)NCCCNC(=O)c1ccccn1` → 0	-9	-2.7	0	-1	2	100	-0.6	14	0
Entry for `COc1ccc2c(c1)sc(=N)n2C` → -14	1	0.6	-4	-1	-1	x	-1.6	-3	2

(listing goes on)
SMILES	Arr AP2 block	Cardiac RTF inh	OPRM1-OPRD1 ag	V-ATPase pH	Wnt act	Keap1 Nrf2 FP	DSG3 Ab inh	C-LANA FP	OPRM1-OPRD1 inv	RTF Ca sens act
COc1ccc(NC(=O)COC(=O)c2ccc(-n3cnnn3)cc2)cc1Cl	5	-3	-1.4	0	-2	-2	103	-0.8	9	-3
COc1ccccc1CNC(=O)[C@@H]1CCCN1S(=O)(=O)c1ccc(Cl)cc1	-5	3	0.5	-1	-2	-5	108	1.1	-4	2
CC1CCCCC1NC(=O)CN1C(=O)COc2ccccc21 (centres undefined)	0	-3	-1.5	2	-3	-2	110	-0.4	6	2
Nc1ncccc1OCc1ccc(Cl)c(Cl)c1	34	0	-1.1	-1	47*	-4	117	-1.5	6	0
CC(C)NC(=O)N(C)C[C@H]1Oc2ccc(NS(=O)(=O)c3ccccc3)cc2C(=O)N([C@H](C)CO)C[C@H]1C	-3	-11	0.7	-5	15	-2	107	-0.3	-4	2
Cc1cccc(Nc2nc(C)cc(C)n2)c1	8	-9	1.4	-2	1	-4	120	1.7	-7	5
CCSc1nnc(NC(=O)c2csc3c2CCC(C)C3)s1 (centres undefined)	-11	-3	-2.4	-2	x	0	98	-1.2	13	-1
COc1ccc(CN(C)C(=O)CCCNC(=O)c2ccc(Cl)cc2)cc1	-3	1	1.4	1	-1	2	121	-1.3	-11	-4
Cc1ccc(CNC(=O)COC(=O)c2ccc(S(=O)(=O)NCc3ccco3)cc2)cc1	-8	-2	-1.7	3	-3	0	110	1.0	7	0
CC[C@]12C(=O)N(C)C[C@H]([C@@H]3C(=O)N(C)C(=O)[C@@H]31)N2C(=O)c1ccc(Br)cc1	-4	7	-3.2	0	3	1	104	1.7	18	-9
COc1ccc(NC(=O)CSc2nnc3n2CCCCC3)cc1S(=O)(=O)N1CCOCC1	-8	-3	1.6	2	-3	-5	96	1.7	-7	-1
C/C(=N\NC(=O)c1cc(-c2ccc(Br)s2)[nH]n1)c1ccncc1	6	1	-0.9	-3	1	0	99	1.6	6	-6
O=C1CC2CCCN2C=C1I (centres undefined)	-8	5	-3.2	0	-3	-4	102	1.7	15	10
CC1Cc2ccccc2N1c1ncnc2c1nnn2Cc1ccccc1 (centres undefined)	0	-1	-1.3	-2	x	1	106	-0.5	7	-7
COc1ccc(CNC(=O)CN2CCN(c3ccccc3)CC2)cc1	27	2	-0.8	-8	0	-2	107	-0.3	4	-5
COc1ccc(CN2CCCN(C)CC2)c(OC)c1C	4	-1	-2.1	-1	-1	-4	122	0.0	11	-2
CCc1ccc2c(c1)C(=O)CCC2	3	-15	-1.1	-1	-6	-1	116	0.4	6	1
COc1ccc(NC(=O)C2CC(c3cccc(Br)c3)=NO2)cc1OC (centres undefined)	-13	-2	-0.7	-1	0	-3	96	0.8	4	3
Cc1cc(C)c(S(=O)(=O)N2CCN(C)CC2)c(C)c1	29	-4	-0.1	-3	-1	4	92	-2.9	1	3
CCOC(=O)c1c(-c2ccccc2)csc1N1C(=O)Nc2ccccc2N1O	20	-6	-4.3	1	0	-2	99	0.0	21	-4
c1ccc2ncccc2c1	19	-13	-2.2	-5	x	0	77*	-0.2	11	10
Cc1ccc(NC(=O)c2cccc(S(=O)(=O)NCc3ccccc3)c2)nc1	-3	6	1.7	-2	-3	-6	113	0.1	-9	8
Cc1ccc(OCC(=O)Nc2nc(C)c(Cl)cc2Cl)c([N+](=O)[O-])n1	-1	-8	2.3	1	4	-4	105	2.2	-9	0
CCN(CC(=O)Nc1ccccc1OC)C(=O)c1ccc(N(C)S(=O)(=O)c2ccc(C)cc2)cc1	3	-1	-1.4	1	2	-2	103	0.9	7	-4
Cc1nnc(SCC(=O)Nc2nc3c(s2)CC(C)CC3)s1 (centres undefined)	-3	-3	-0.3	-2	x	2	102	-4.6	2	0
CCSc1nnc2c(Cl)cc(Cl)cn12	5	-9	-2.5	0	0	3	101	-1.1	10	-7
CN1CCN(C(=O)c2cc(=O)c3cc(Cl)ccc3o2)CC1	-1	-2	-2.4	-2	4	-7	100	1.8	11	-7
CC(=O)c1cccc(NC(=S)NC(=O)CC(C)(C)C)c1	0	5	-1.4	-3	4	1	90	0.7	8	-5
CC(C)NS(=O)(=O)c1ccc(CCC(=O)N2CCCCC2)cc1	41	-1	-1.3	2	0	0	100	0.0	8	5
CN(C(=O)CSc1cccc[n+]1[O-])C1CCCCC1	24	-9	-2.0	-4	3	0	101	0.6	8	7
O=C1NC(=Nc2cccc([N+](=O)[O-])c2)SC1(CO)CO	-12	-1	-3.5	-2	-2	-1	120	12	16	-3
C=CCn1c(=O)/c(=C/c2ccc(F)cc2)s/c1=C(\C#N)c1nnc2n1CCCCC2	1	6	-1.2	-2	x	-7	102	-3.4	7	1
O=C(CNS(=O)(=O)c1ccccc1)OCC(=O)c1ccc(OC(=O)c2ccccc2)cc1	16	-6	3.3	0	x	2	96	1.5	-18	0
COc1cccc(-n2c([S-])c(C(=O)Nc3ccc(S(=O)(=O)N4CCOCC4)cc3)[n+]3cc(C(N)=O)ccc23)c1	-2	-11	-0.8	-1	11	-3	103	0.4	4	8
NC(=O)c1cc(S(=O)(=O)N2CCCC2)ccc1OCc1ccc(F)cc1	-24	0	-1.8	-2	-3	0	93	-0.9	10	1
COc1cccc(N2CCN(C3OC(=O)c4ccccc43)CC2)c1 (centres undefined)	-1	-3	-3.9	4	-1	-2	101	0.4	19	0
CN(C)/C=N/c1nc(Sc2ccc(C(F)(F)F)cc2[N+](=O)[O-])n[nH]1	-5	-1	0.3	0	-1	-6	108	0.5	-2	8
Fc1ccc(C2CCCN2Cc2nc(Cc3ccccc3)no2)cc1 (centres undefined)	2	-16	1.5	-3	-1	-8	92	-0.1	-8	-3
Cc1ccc(NC(=O)NC(=O)CSc2n[nH]c(N)n2)c(C)c1	10	-21	1.5	3	1	-6	102	2.0	-8	10
